# Dynein transport: dynein cargo transport inhibition; z-score, hits read low; hit rate 0.47% among 220,000; AID 1381; 3617.4 mouse cells, GR-EGFP nuclear translocation imaging; test concentration mostly 20 µM; stimulated with dexamethasone, 1 µM; active compounds read low;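 active = plate z-score of nuclear minus cytoplasmic receptor signal below a set negative limit, without overly bright fluorescence or cell loss, cut at about -3.5 in these data, passing the limit was not always enough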;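 note: z-score of nuclear minus cytoplasmic ring GR-EGFP intensity difference per well; some compounds called inactive have numbers as strong as hits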
#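 Also added – dexamethasone, 1.0 µM final · Buffer or medium – tet-free, stripped-serum medium · Schedule – induction 48 h, compound 1 h, agonist 30 min · Detection – formaldehyde fixation, Hoechst nuclear stain, 10x automated fluorescence imaging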
# Lipid droplet: hepatic lipid droplet formation modulation. hit rate 0.4% among 240,000. inhibition, % at 6.5 µM. AML12 mouse hepatocytes, oleate lipid droplets, BODIPY imaging;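 active = lipid droplet intensity inhibited by at least 50%, with more than 500 cells counted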
#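 Assay system: AML12 hepatocytes (mouse) / Also added: 100 µM oleic acid challenge / Times: overnight treatment with compound plus oleate / Detection: high-content imaging of BODIPY-stained droplets and DAPI nuclei / Evaluation: % inhibition of lipid droplet signal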
# Yfh1-depleted yeast: mitochondrial function rescue without frataxin homolog – Friedreich's ataxia, plus single-dose screen, dose response (AID 1465) | S. cerevisiae Yfh1-off respiration, WST-1 reduction, 72 h; higher fold induction means a stronger effect | one-dose fold induction at 50 µM; EC50 in µM for titrated hits | hit rate 0.074% among 220,000;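 active = fold induction of absorbance versus untreated yeast above a set limit, then at least 30% activation at any dose in follow-up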;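 note: activators that raise dye reduction in frataxin-depleted yeast; strong numbers were not always called active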
# MT stabilize HCS: microtubule stabilizers in HeLa cells; HeLa tubulin immunostaining HCS, 24 h; share of cells brighter than vehicle mean+2SD; % tubulin-high responders, % at 10 µM; hit rate 0.83% among 200,000;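 active = plate Z-score above 3 for both tubulin-high and condensed-nucleus cell shares, with cell loss under 80%, at 10 µM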;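 note: anti alpha tubulin signal scored within the nucleus-defined area of each cell; some results filed as inactive read as strong as hits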
# Autophagy mod: alters autophagy in cells; MEF GFP-LC3 puncta imaging; test concentration mostly 10 µM; calls only at 10 µM (by protocol); hit rate 0.98% among 190,000; AID 463193;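 active = percentage of spot-positive cells more than 3 SD above its plate mean, without a fluorescence outlier flag or 80% toxicity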;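 note: spot-positive cell cutoff set from DMSO-treated cells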
# bCat nuc transl: alters nuclear translocation of beta-catenin in HeLa cells; AID 1665; hit rate 0.3% among 190,000; immunofluorescence imaging; nuclear translocation activity, % at 5 µM;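 active = nuclear translocation activity above 50% at 5 µM, with a well cell count of 50 or more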;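 note: per-cell ratio of nuclear to cytoplasmic median beta-catenin stain intensity; plate controls were DMSO negative control for no effect and GSK-3 inhibitor IX positive control for full effect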
#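 Assay system: human HeLa cells, native beta-catenin; doses: 5 µM primary, 0.02–20 µM confirmation; incubation: compound treatment 24 h, 37°C, 5% CO2; technique: fluorescence imaging of beta-catenin antibody stain plus DAPI; measure: % activation, nuclear-to-cytoplasmic median beta-catenin signal ratio per cell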
# Insulin prom up: MIN6 insulin promoter up-regulation. AID 1625. z-score at 5 µM. hit rate 0.3% among 190,000. MIN6 insulin promoter-GFP reporter, high-content imaging; active compounds read high;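 active = z-score above 3 at 5 µM with at least 500 cells counted in the well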
# WT yeast gro inh: growth inhibition of WT yeast, mitochondrial fusion screen | inhibition, % at 10 µM | mitochondrial fusion phenotypic screen, WT strain | hit rate 2.1% among 190,000; in the data active = inhibition above about 58%; tested in S. cerevisiae
# HEK293 NOD2/NF-kB: inhibition of NOD2-driven NF-kB reporter – cell-based, luminescence, uHTS, HEK293 (AID 1566); hit rate 0.63% among 290,000; HEK293 NOD2/NF-kB luciferase reporter, luminescence; higher % means a stronger effect; one-dose inhibition, % at 4 µM; EC50 in µM for titrated hits; in the data active = inhibition above about 50%; note: many of its hits are not listed in these tables
# WT yeast gro inh mutant strain: further read-out of WT yeast gro inh, marked with its call; inhibition, %; mitochondrial fusion phenotypic screen, mutant strain inhibition
# Dynein transport cytoplasmic EGFP: further read-out of Dynein transport, marked with its call; z-score; measured here: cytoplasmic GR-EGFP intensity; active compounds read high
# Dynein transport nuclear GR-EGFP: further read-out of Dynein transport, marked with its call; z-score; measured here: nuclear GR-EGFP intensity;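 lower value marks the stronger effect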
# Dynein transport cell count: also measured in Dynein transport; calls as there; z-score; measured here: cell count per field
# Insulin prom up cell count: second read-out of Insulin prom up, no call of its own (marks repeat the call); cell count; measured here: cytotoxicity, nuclei count;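 total cells summed across four imaged fields per well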
# Lipid droplet cells 6.5 µM: second read-out of Lipid droplet, no call of its own (marks repeat the call); cell count; measured here: cell count, cytotoxicity flag;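 cells counted across two imaged fields per well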
# bCat nuc transl cell count 5 µM: recorded beside bCat nuc transl, whose call it bears; cell count; measured here: cell count, cytotoxicity flag
# MT stabilize HCS Hoechst-high %: recorded beside MT stabilize HCS, whose call it bears; % Hoechst-high responders; measured here: nuclear condensation Hoechst responders;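 share of cells brighter than vehicle mean plus two SD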
# MT stabilize HCS cytotoxicity %: further read-out of MT stabilize HCS, marked with its call; toxicity, %; measured here: cytotoxicity by cell density;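 0% = mean cell density of plate MIN control wells and 100% = no cells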
# Autophagy mod cell loss 18 h: recorded beside Autophagy mod, whose call it bears; toxicity, %; measured here: cell loss, nuclei count;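 cell loss after 18 h compound exposure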
# Starred values were filed as active, the others as inactive; i = inactive; . = not tested or not shown. A portion of the library; count on the stated rates, not on these rows.
# The line under a structure holds: Dynein transport	Dynein transport cytoplasmic EGFP	Dynein transport nuclear GR-EGFP	Dynein transport cell count	Lipid droplet	Lipid droplet cells 6.5 µM	Yfh1-depleted yeast	MT stabilize HCS	MT stabilize HCS Hoechst-high %	MT stabilize HCS cytotoxicity %	Autophagy mod	Autophagy mod cell loss 18 h	bCat nuc transl	bCat nuc transl cell count 5 µM	Insulin prom up	Insulin prom up cell count	WT yeast gro inh	WT yeast gro inh mutant strain	HEK293 NOD2/NF-kB
1	Cc1cn(-c2cc(C(=O)Nc3ccc(C)c(NC(=O)C(=O)c4c[nH]c5ccccc45)c3)cc(C(F)(F)F)c2)cn1
 : -0.069	-0.83	-0.0037	0.39	-26	580	i	.	.	.	.	.	-0.8	1293	-1.8	954	.	.	21%
2	COc1ccc2cnnc(SCC(=O)Nc3ccc(C(C)=O)cc3)c2c1OC
 : 2.6	-0.18	1.3	-1.5	-1	411	i	4.6	2.0	7.4	i	-15	-0.1	984	-0.32	1278	0	-18	8%
3	CCOc1ncccc1C(=O)OCC(=O)c1ccc(OC)c(OC)c1
 : -0.41	-0.0015	-0.13	0.85	24	833	i	2.7	1.5	9.0	i	18	4.7	477	.	.	10	-8	9%
4	CC(C)(C)C(=O)CN1CCN(S(=O)(=O)c2ccc(F)cc2)CC1
 : -1.4	-0.35	-1.1	0.32	-9	640	i	3.9	3.7	5.5	i	-5	-0.8	1068	-1.9	523	1	16	9%
5	C=CCc1cccc(CNc2nc3ccccc3n2CC)c1O
 : 2	-0.16	1.2	-1.7	.	.	i	1.8	0.9	7.7	i	-6	1.3	1465	0.32	1302	11	13	5%
6	CC(C)c1ccc(NC(=O)N(CCc2nc3ccccc3[nH]2)C2CCCC2)cc1
 : 0.82	-0.18	-0.22	-0.87	.	.	i	2.1	2.0	12	i	2	-1.6	1333	0.71	1357	1	-10	-20%
7	CCCC(=O)Nc1ccc(C(=O)Nc2nc(CC(=O)OCC)cs2)cc1
 : 0.56	-0.23	0.3	0.68	.	.	i	4.3	1.2	8.9	i	-5	.	.	-0.14	838	2	10	-1%
8	CCS(=O)(=O)NC(C)C(c1cccs1)N1CCN(C)CC1 (stereo not drawn)
 : -0.44	-0.15	-0.22	0.96	22	709	i	2.2	5.1	2.6	i	1	-0.1	1072	-0.09	1766	-6	-3	-3%
9	Nc1nc(-c2c[nH]c3ccccc23)cs1
 : -0.61	-0.15	-0.13	0.059	1	731	i	2.6	1.9	4.0	i	-13	-3.2	1074	0.74	730	16	30	-4%
10	COc1ccc(-n2c(CCc3ccccc3)nnc2SCC(=O)c2ccc(Cl)cc2)cc1
 : -0.39	-0.077	-0.32	-0.18	-10	660	i	4.7	1.8	8.9	i	21	-2.9	1142	0.61	1477	51	3	18%
11	C[C@H](NC(N)=O)C(=O)Nc1ccc(OCc2ccccc2)cc1
 : -0.13	-0.26	0.22	-0.65	0	664	i	2.6	3.5	8.7	i	-6	0.2	1166	0.27	1297	-8	10	-40%
12	COc1ccc(OC)c(Cc2nnc(CCC(=O)NC3C4CC5CC(C4)CC3C5)o2)c1 (stereo not drawn)
 : 1.2	-0.13	1	-0.96	-26	640	i	1.3	3.0	8.0	i	7	-0.8	1543	.	.	7	-1	-4%
13	CC(C)(C)c1ccc(C(=O)N2CCCN(c3ccc([N+](=O)[O-])cn3)CC2)cc1
 : 1.2	-0.21	0.33	-0.54	-9	730	i	.	.	.	.	.	0.4	1300	-0.13	993	.	.	-47%
14	CC1CCCC(NC(=O)CN2CCN(Cc3ccc(Cl)cc3)C2=O)C1C (stereo not drawn)
 : -0.61	-0.17	-0.36	0.59	.	.	i	0.9	1.1	6.4	i	-9	.	.	-0.71	963	3	1	14%
15	Cc1cc(-c2ccccc2)nc(N2CCC(C(=O)NC34CC5CC(CC(C5)C3)C4)CC2)n1
 : -0.47	-0.2	-0.03	-0.36	.	.	i	2.3	0.8	5.8	i	1	2.2	1379	-0.71	1393	0	-12	-12%
16	CS(=O)(=O)N1CCCC(C(=O)NC2CCCCCCC2)C1 (stereo not drawn)
 : 1.1	-0.13	1.3	-1.1	-3	706	i	3.0	2.7	2.5	i	-11	-0.7	995	-0.08	1835	-9	3	7%
17	COC(=O)c1ccc(C2NC(=O)NC(C)=C2C(=O)N(C)C)cc1 (stereo not drawn)
 : -0.39	-0.21	-0.16	0.69	8	757	i	1.7	2.1	11	i	39	0.8	1228	0.44	1035	-16	3	1%
18	CC1CCN(CCCNC(=O)C2CC(=O)N(C3CCCCCC3)C2)CC1 (stereo not drawn)
 : 0.46	-0.32	-0.23	0.054	.	.	i	3.1	1.7	3.6	i	19	0.3	1324	1.3	1443	7	-8	19%
19	N#Cc1c2n(cnc1=O)CCCCC2
 : -0.46	0.46	0.12	0.7	17	762	i	1.9	1.8	9.5	i	-4	-1.0	1129	0.18	1134	24	3	12%
20	NC(=O)c1ccccc1N=Cc1ccc2ccccc2c1
 : -0.99	-0.3	-0.64	0.4	7	635	i	1.8	3.1	9.2	i	0	-3.8	511	-0.17	1148	2	-15	-40%
21	Cc1cccc(NC(=O)CS(=O)(=O)c2cn(C)c3ccccc23)c1
 : 0.52	-0.14	0.46	0.57	-2	630	i	5.5	1.7	9.4	i	-5	-1.5	1086	0.99	2042	15	-5	12%
22	CCOC(=O)c1sc2nc(C)nc(N3CCN(c4ncccn4)CC3)c2c1C
 : 0.7	-0.31	0.81	-0.35	-1	775	i	5.2	2.8	4.5	i	2	2.0	836	0.69	1604	9	16	17%
23	CCC(=O)N=c1sc2c(C)cc(C)cc2n1CC(=O)OC
 : 0.91	-0.14	0.78	-0.4	.	.	i	1.5	4.4	7.9	i	1	.	.	1.1	864	20	4	8%
24	Cc1cc(C)c2c(=O)[nH]c(SCc3ccccc3C)nc2n1
 : -0.085	-0.31	-0.052	0.23	-1	670	i	2.1	1.8	7.7	i	20	-1.0	913	0.4	1557	7	12	1%
25	COC(=O)N/N=C\c1cc(Br)ccc1OCc1ccccc1
 : -0.34	-0.31	-0.56	0.77	-39	676	i	5.2	2.2	5.3	i	1	-2.3	921	0.45	1318	8	-11	-2%
26	CCN(CC)CCCNC(=O)/C(=C\c1cccn1C)NC(=O)c1cccs1
 : 0.16	-0.25	0.34	0.49	10	626	i	1.3	1.9	4.4	i	-4	-0.3	959	0.08	1338	-18	7	-19%
27	O=C(Oc1ccc2ccc(=O)oc2c1)c1cccs1
 : -0.37	-0.31	-0.57	0.4	-1	666	i	2.4	1.8	6.7	i	-7	-1.0	899	0.12	1415	2	-3	-36%
28	Cc1cccnc1Nc1nc(-c2ccc(O)cc2O)cs1
 : -0.23	-0.46	-0.33	0.73	.	.	i	3.9	1.5	5.2	i	12	0.1	1375	-1.1	1321	48	50	-54%
29	COCCCNC(=S)Nc1ccccc1C
 : -0.037	0.26	0.13	0.73	1	667	i	1.2	1.4	8.0	i	-4	1.1	987	0.24	1306	1	-8	-1%
30	N#C/C(=C1\C(=O)Nc2c(Cl)cc(Cl)cc21)c1nnc2n1CCCCC2
 : -0.23	-0.055	-0.21	-0.64	.	.	i	2.6	1.8	1.7	i	-2	-2.8	846	2.6	1059	1	2	8%
31	CCOC(=O)C1CCN(C(=O)c2cn(-c3ccccc3)nc2-c2cccnc2)CC1
 : -0.25	-0.35	-0.1	0.64	.	.	.	3.0	1.8	9.7	i	-2	-5.1	963	-0.78	997	.	.	5%
32	COc1cc(C(=O)Nc2ccc3c(c2)Cc2cc(NC(=O)c4cc(OC)c(OC)c(OC)c4)ccc2-3)cc(OC)c1OC
 : 0.52	-0.22	0.15	-0.73	3	689	i	10	4.4	30	i	13	-1.6	1194	-0.11	1535	-10	-12	6%
33	O=C(O)CCCCCN1C(=O)C(O)=C(C(=O)/C=C/c2ccccc2)C1c1cccc([N+](=O)[O-])c1 (stereo not drawn)
 : -0.02	-0.3	0.13	0.24	3	738	i	1.8	1.9	5.3	i	13	-0.3	1496	-0.12	1531	6	5	-1%
34	CCn1cc(C2=NOC(C(=O)Nc3cc(C)nn3-c3ccccc3)C2)c(C)n1 (stereo not drawn)
 : -0.47	-0.19	0.14	-0.036	-15	657	i	3.8	2.1	5.5	i	9	0.2	1120	-0.08	1236	10	13	7%
35	N#Cc1ccc(Cl)cc1NC(=O)COC(=O)c1ccc2c(c1)OCCO2
 : 0.76	-0.18	0.87	1	-13	775	i	2.2	1.0	8.4	i	-14	-7.7	1160	0.13	1016	16	3	-8%
36	O=C(Cn1nnc(-c2cccs2)n1)N1CCc2ccccc2C1
 : 1.9	0.03	1.6	-1	.	.	i	9.9	2.8	5.1	i	-4	-2.7	1167	-0.28	1203	13	14	-4%

# Results in Insulin prom up cell count, for two of the compounds above:
no. | structure | Insulin prom up cell count
31 | CCOC(=O)C1CCN(C(=O)c2cn(-c3ccccc3)nc2-c2cccnc2)CC1 | 997
32 | COc1cc(C(=O)Nc2ccc3c(c2)Cc2cc(NC(=O)c4cc(OC)c(OC)c(OC)c4)ccc2-3)cc(OC)c1OC | 1535

# Screening data (PubChem)
